Assay outcomes: PubChem BioAssay, several laboratories
SDO1 yeast rescue: compounds rescuing growth of sdo1-depleted yeast, bone marrow failure model | S. cerevisiae sdo1-depleted JHY4D growth rescue, OD600 30 h; hits give high values; pdr5 snq2 efflux-pump mutant strain | z-score at 10 µM | 140,000 tested, 0.21% active | AID 817;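 active = z-score above 3 at both the 24 hr and the 30 hr optical density reads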;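 also: z-score against mean and SD of all compound wells on the same plate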
Insulin prom inh: TRM-6 insulin promoter activity inhibition. TRM-6 cells (human fetal islet line), insulin promoter-eGFP reporter, imaging; reporter expression induced with tamoxifen. inhibition, % at 2 µM. 130,000 tested, 0.9% active. AID 1273;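 active = inhibition above the mean plus 3 SD, with well images judged a real hit on visual review, cut at about 60% in these data, passing the limit was not always enough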
SDO1 yeast rescue Rescue 24 h: also measured in SDO1 yeast rescue; calls as there; z-score; S. cerevisiae sdo1-depleted JHY4D growth rescue, OD600; measured here: growth rescue at 24 h;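 0 is the plate mean of compound wells and units are plate SD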
An asterisk follows results filed as active; · = no result given. An excerpt; the hit share may differ from the screen's.

SMILES	SDO1 yeast rescue	SDO1 yeast rescue Rescue 24 h	Insulin prom inh
CN(CC(=O)NCc1ccco1)S(=O)(=O)c1ccc2c(c1)n(C)c(=O)c(=O)n2C	0.75	-0.33	21.2
CC[C@@H](C)[C@H](NS(=O)(=O)c1ccc(C)cc1)C(=O)N1CCC(C(=O)NCC(=O)O)CC1	0.95	1.11	23.1
COc1ccccc1N(C)S(=O)(=O)c1ccc(C(=O)NCC(C)C)cc1	-0.21	0.01	18.9
COCC(=O)N(Cc1ccco1)c1nnc(C2CCOC2)s1 (stereo not given)	0.81	1.14	17.2
COc1ccc(OCc2nnc3n2N=C(c2ccc(Br)cc2)CS3)cc1	-2.26	-1.21	·
CCNC(=S)N/N=C(\C)c1cccc(C(F)(F)F)c1	·	·	-15.4
COc1cc(-c2nnc(COC(=O)CSc3cc(C)c4ccccc4n3)o2)cc(OC)c1OC	-0.15	1.16	·
COc1ccccc1OCc1nnc(SCC(=O)N2CCCCC2)n1-c1ccccc1	-0.16	-0.68	35.7
CCCCNC(=O)[C@H](Cc1c[nH]c2ccccc12)NC(=O)c1ccccc1Cl	0.21	-0.58	-109.1
O=C(CCn1c(=S)[nH]c2ccccc2c1=O)NCC1CCCO1 (stereo not given)	0.89	-0.09	-54.7
CCOC(=O)c1cc(CC)sc1NC(=O)c1ccc(N2CCOCC2)c([N+](=O)[O-])c1	0.66	3.19	·
COCCn1c(-c2ccco2)nc2nc3ccccc3nc21	0.29	-0.15	·
CCCn1nc(NS(=O)(=O)c2ccccc2)c2cc3ccccc3nc21	0.18	0.29	·
CC1(C)Cc2ccccc2C(=C(C#N)C#N)N1	-0.15	-0.46	13.5
Fc1ccccc1COc1ccc(Br)cc1CNCc1ccncc1	-2.5	-1.11	-21.6
COC(=O)c1ccccc1NC(=O)CSc1nnc(-c2ccncc2)o1	0.67	0.17	·
O=C(CN1C(=O)COc2ccccc21)N1CCc2ccccc21	-0.41	-0.78	46.1
Cc1ccc(NS(=O)(=O)c2cccc(C(=O)N/N=C/c3ccc4c(c3)OCCO4)c2)c(C)c1	-0.34	-1.16	22.6
C/C(=N\NC(=O)COc1ccc(C)cc1[N+](=O)[O-])c1cccs1	·	·	9.1
S=C(NCCc1ccccn1)Nc1ccccc1Cl	·	·	-23.5
Cc1ccc(C(=O)NCc2ccccn2)c(Cl)c1	0.5	-0.71	10.8
CCOC(=O)c1cnc2ccc(OC)cc2c1NCCc1ccc(OC)c(OC)c1	-0.64	-0.57	42.9
COc1ccc(CCNCc2csc3nc4ccccc4n23)cc1OC	0.96	1.2	·
O=C(NCc1ccc2c(c1)OCO2)c1ccc(C2SCC(=O)N2Cc2ccco2)cc1 (stereo not given)	2.23	1.55	22.2
Cc1nn(-c2ccccc2)c(Cl)c1/C=N/Nc1nnc(C)c(=O)[nH]1	·	·	38.5
CC1=CC(C)(C)N2C(=O)C3(C(C#N)=C(N)Oc4cc(C)oc(=O)c43)c3cc(C)cc1c32 (stereo not given)	·	·	-30.2
Cc1ccc(N(c2ncnc(N)c2[N+](=O)[O-])C2CCCCC2)cc1	-0.8	0.63	3.2
CC(=O)Nc1ccc(C(=O)OCC(=O)c2ccc(F)cc2)cc1	2.15	1.54	45.5
CCOc1cc(CNCCc2ccc(S(N)(=O)=O)cc2)ccc1OCC(=O)NC(C)(C)C	1.06	0.38	-16.7
Cc1ccc(C(Sc2ccccc2)C(Cn2cncn2)C(=O)c2ccccc2)cc1 (stereo not given)	-1.71	-0.6	28.6
CC(NS(=O)(=O)c1ccc(OCC(=O)N2CCOCC2)c(Cl)c1)c1ccccc1 (stereo not given)	-0.38	0.13	33.3
O=C(NC1CCCCCCC1)c1ccccc1-c1ccccc1	-0.21	0.18	-51.7
Cc1cc(C)n(-c2nc(NCC3CCCO3)c3c4c(sc3n2)COC(C)(C)C4)n1 (stereo not given)	-0.52	-0.68	-12.9
CCOc1cc(-n2cnnn2)c(OCC)cc1NC(=O)c1cc2ccc(N(CC)CC)cc2oc1=O	·	·	-9.3
O=C(NC1CCCCC1)C1CCCN1C(=O)NCc1ccccc1 (stereo not given)	-0.31	-0.92	10.8
CC(=O)OC[C@H]1O[C@@H](n2ncc(=O)[nH]c2=O)[C@H](OC(C)=O)[C@@H]1OC(C)=O	0.26	0.43	28.6
NC(=O)C1CCN(c2ccc([N+](=O)[O-])cc2Cl)CC1	·	·	-22.2
NC(=O)NC(=O)COC(=O)CCSc1ccccc1	·	·	18.2
Cc1ccnc(NCn2nnc3ccccc32)c1	1.49	2.12	-7.1
O=C(NCCCO)C12CC3CC(CC(C3)C1)C2	·	·	66.7
CC(=C/c1ccco1)/C=N/NC(=O)CSc1nnc(SCc2ccc(C)cc2)s1	-0.84	-0.15	·
CCNC(=O)COC(=O)CCC(=O)c1cccs1	0.42	0.28	6.2
CN1/C(=C\C(=O)CSc2nnc(N)s2)C(C)(C)c2ccccc21	-0.21	-0.21	-32.0
NC(=O)C1(N2CCCCC2)CCN(c2nc(-c3ccc(Br)cc3)cs2)CC1	-1.25	-0.79	46.1
COc1ccc(CCNC(=O)CSc2nc3[nH]ncc3c(=O)n2-c2ccccc2Br)cc1OC	·	·	13.5
CCN(CC(=O)Nc1ccccc1OC)C(=O)Cn1cnc2ccccc2c1=O	-0.34	0.15	-5.7
N#Cc1cc2c(nc1SCC(=O)Nc1nccs1)CCCCC2	-1.5	-0.56	-56.2
COc1ccc2cc(C(=O)COC(=O)COc3ccc4c(C)cc(=O)oc4c3)ccc2c1	1.17	2.43	·
O=C(Cn1c(=O)n(CCC(=O)N2CCc3ccccc3C2)c(=O)c2ccccc21)NCC1CCCO1 (stereo not given)	1.01	1.45	·
CS(=O)(=O)N1CCC(C(=O)Nc2ccccc2Sc2ccccc2)CC1	-0.75	-0.9	-50.0
CCc1ccc(OCC(=O)Nc2ccc(CN3CCCCC3)cc2)cc1	-0.3	0.14	0.0
C/C(=N\NC(=O)c1ccc(NS(=O)(=O)c2cccs2)cc1)c1ccc(C(C)(C)C)cc1	0.6	0.48	·
COc1ccc(-c2ccc(-c3noc(-c4ccccc4)n3)c(OC)n2)cc1	0.22	1.33	-48.6
Cc1ccc(-n2c(SCC(=O)Nc3ccc4cn[nH]c4c3)nnc2-c2ccco2)cc1	-0.28	-0.65	35.3
CC1Cc2ccccc2N1C(=O)Cc1cccs1 (stereo not given)	-0.34	-0.34	-397.3
COc1ccc(OC)c(NC(=O)C(=O)NCc2ccncc2)c1	0.18	0.48	-10.3
CCOc1ccccc1NC(=O)Nc1cnccn1	·	·	-20.0
CCc1ccc(NC(=O)C(=O)NCCN2CCN(C(=O)c3ccco3)CC2)cc1	0.89	1.01	-100.0
COc1ccc2cc(C#N)c(SCC(=O)N3CCCC3)nc2c1	-0.27	-0.13	21.1
Cc1sc2ncnc(NCc3cccs3)c2c1C	-1.26	-1.21	44.4

Four compounds already listed, arranged by the value under SDO1 yeast rescue Rescue 24 h, lowest first:
Compound,SDO1 yeast rescue,SDO1 yeast rescue Rescue 24 h,Insulin prom inh
CC(=C/c1ccco1)/C=N/NC(=O)CSc1nnc(SCc2ccc(C)cc2)s1,-0.84,-0.15,·
COc1ccc2cc(C#N)c(SCC(=O)N3CCCC3)nc2c1,-0.27,-0.13,21.1
COc1ccc(-c2ccc(-c3noc(-c4ccccc4)n3)c(OC)n2)cc1,0.22,1.33,-48.6
COc1ccc2cc(C(=O)COC(=O)COc3ccc4c(C)cc(=O)oc4c3)ccc2c1,1.17,2.43,·

Additional results:
SMILES	SDO1 yeast rescue	SDO1 yeast rescue Rescue 24 h	Insulin prom inh
Cc1cccc(N2CCN(C(c3ccccc3)c3nnnn3CC3CCCO3)CC2)c1C (stereo not given)	-0.53	-0.43	·
Cc1ccc(C)c(NC(=O)CSc2nc3ccc(N4C(=O)c5ccccc5C4=O)cc3s2)c1	-1.1	-0.43	-2.8
CCc1c(-c2n[nH]c(=S)n2Cc2ccccc2)csc1C	-1.43	-2.19	37.5
CCOc1cc(N2CCOCC2)c(OCC)cc1NC(=O)CN1C(=O)NC(Cc2ccccc2)C1=O (stereo not given)	0.07	-0.32	·
COc1ccc(CN2CCC(C(=O)NCCc3ccc(OC)c(OC)c3)CC2)c(OC)c1	-0.38	-1.38	-74.1
COc1ccc(N(CC(=O)Nc2cccc(C(C)=O)c2)S(C)(=O)=O)cc1OC	0.34	-0.65	19.3
O=c1[nH]c(Nc2ccccc2)cc2ccccc12	-0.9	-1.54	·
c1cncc(-c2cccnc2)c1	0.09	-0.63	0.0
CCC(=O)Nc1ccc(/C(C)=N/NC(=O)c2c(-c3ccccc3Cl)noc2C)cc1	0.42	-0.05	35.5
O=C(COc1ccc(Cl)cc1Cl)Nc1ccc(Cl)cn1	-0.26	0.19	6.5
N/C(=N\OC(=O)COc1ccc(Br)cc1)c1ccncc1	0.58	0.14	13.3
Cc1nc2ccccc2c(=O)n1/N=C/c1ccccc1	1.22	1.41	20.7
O=C(Nc1ccc(F)cc1)NC1(C(=O)NCc2cccs2)CCCCC1	1.1	1.09	·
N=C1C(c2ccccc2)=C(O)CN1c1cccc(S(=O)(=O)Nc2cccc(C(F)(F)F)c2)c1	0.05	-0.65	-20.0
CCOC(=O)c1nc(Nc2ccc(C(=O)O)cc2)c2ccccc2n1	-0.09	-0.33	·
Cc1nn(C)c(C)c1NC(=O)c1ccc(S(=O)(=O)N(C)C)cc1	0.3	-0.47	-4.5
C=CCN1C(=O)N/C(=C/c2ccc(C)o2)C1=O	0.78	0.07	·
Cn1nnnc1SCc1ccc(C(=O)Nc2ccccc2F)cc1	1.22	0.63	-3.3
CCOc1ccc(NC(=O)CCNS(=O)(=O)c2ccc(Br)s2)cc1	-0.08	-0.81	16.1
COC(=O)Cn1cc(C(=O)c2cccs2)c2ccccc21	0.11	-0.14	58.6
O=C(O)c1cnc(-c2ccccc2)nc1-c1ccccc1	·	·	15.4
Cn1c(=O)[nH]c(=O)c2c1nc(SCCN1CCCCC1)n2Cc1ccccc1	0.03	-0.33	25.0
COc1cccc(OC)c1C(=O)N1CCN(Cc2ccccc2C(F)(F)F)CC1	0.61	1.33	21.9
CC(C)(C)NC(=O)Cn1c(=O)oc2ccc(Cl)cc21	-0.17	-0.72	·
CCCCOc1ccc(-c2ncc(C(=O)O)c(C)n2)cc1	0.85	0.62	·
COc1ccc(C2Nc3ccccc3C(=O)N2NS(C)(=O)=O)cc1OC (stereo not given)	·	·	16.7
COc1ccc(NC(=S)N(Cc2ccc(C)cc2)Cc2ccccn2)cc1	·	·	46.7
CC(C)(C)N(Cc1ccccc1)C(=O)COC(=O)CCc1c[nH]c2ccccc12	-0.79	-0.6	·
CCOC(=O)C1=C(C(F)(F)F)Nc2ncnn2C1c1ccc(OC)cc1OC (stereo not given)	-0.01	-0.14	-3.3
c1ccc(OCCn2c(-c3ccco3)nc3ccccc32)cc1	-2.52	-2.03	-77.4
COc1ccccc1NC(=O)CCN1CCN(Cc2ccccc2)CC1	-0.55	-0.77	-36.7
CCOc1ccc(N2C(=O)c3ccccc3C2=O)cc1	-0.75	0.24	-22.9
Cc1ccc(C(=O)CC(=O)COc2ccc(Cl)cc2)cc1	0.52	0.07	26.7
C/C(=N\Nc1cc(Cl)nc(C)n1)c1ccc(C)cc1	·	·	-13.3
N#Cc1nc(-c2cccc3ccccc23)oc1N1CCCCC1	0.87	1.8	12.9
O=[N+]([O-])c1ccc(-c2cn(-c3ccc(Cl)cc3)c(=S)[nH]2)cc1	-1.2	-0.3	·
Cc1ccc(NC(=O)CSc2nnc(Cn3c(=O)sc4ccccc43)n2C)cc1Cl	-1.8	-1.31	·
N#Cc1ccsc1NC(=O)c1ccccn1	0.5	0.73	·
N#Cc1ccc(CSc2nnc(-c3cccnc3)n2-c2ccccc2)cc1	1.5	1.41	·
COc1ccc2c(c1)C(C)=CC(C)(C)N2C(=O)CSc1nnc(-c2ccc(C)cc2)o1	-1.16	-1.35	-32.4

A second format for five compounds above:
SMILES | SDO1 yeast rescue | SDO1 yeast rescue Rescue 24 h | Insulin prom inh
CCOc1cc(N2CCOCC2)c(OCC)cc1NC(=O)CN1C(=O)NC(Cc2ccccc2)C1=O (stereo not given) | 0.07 | -0.32 | ·
COc1ccc(CN2CCC(C(=O)NCCc3ccc(OC)c(OC)c3)CC2)c(OC)c1 | -0.38 | -1.38 | -74.1
COc1ccc(N(CC(=O)Nc2cccc(C(C)=O)c2)S(C)(=O)=O)cc1OC | 0.34 | -0.65 | 19.3
O=c1[nH]c(Nc2ccccc2)cc2ccccc12 | -0.9 | -1.54 | ·
c1cncc(-c2cccnc2)c1 | 0.09 | -0.63 | 0.0

Carrying on.
SMILES	SDO1 yeast rescue	SDO1 yeast rescue Rescue 24 h	Insulin prom inh
C=CCN1C(=O)/C(=C/c2cccs2)S/C1=N\S(=O)(=O)c1ccc(F)cc1	-0.92	-1.19	-22.4
CC(CCc1ccccc1)NC(=O)COC(=O)c1cc(NS(=O)(=O)c2ccc(Cl)c([N+](=O)[O-])c2)ccc1O (stereo not given)	-0.13	0.51	-7.7
O=C1OC(Nc2nccs2)c2ccccc21 (stereo not given)	·	·	0.0
CCOC(=O)CCCNC(=O)c1cncc(Br)c1	1.08	0.97	·
Cc1nn(Cc2c(Cl)cccc2Cl)c(C)c1NC(=O)c1cn(-c2ccccc2)nc1-c1ccccc1	-0.9	0.94	·
O=C1S/C(=C\c2ccccc2)C(=O)N1CC(O)Cn1c2ccccc2c2ccccc21 (stereo not given)	-0.4	-0.49	·
NC(=O)c1c(NC(=O)c2ccco2)sc2c1CCC2	-1.16	-1.57	0.0
CCN(CC)C(=O)CN(Cc1ccccc1)S(=O)(=O)c1ccc(F)cc1	-0.8	-0.79	·
Cc1nnc(-c2ccc(Oc3ccc(Cl)cc3)c([N+](=O)[O-])c2)o1	-0.81	-0.41	50.0
Cc1ccccc1OCC(O)CN1CCC(C)CC1 (stereo not given)	·	·	-5.3
COC(=O)c1ccc(C(=O)Nc2cc(Cl)ccc2Cl)cc1NC(=O)c1ccc(N(C)C)cc1	-1.21	-0.5	·
